# Cneo AK release: Cryptococcus neoformans cell lysis inducers, primary screen, AK release luminescence, single concentration | lysis activity, % at 15 µM | AID 651654, 2012 | C. neoformans lysis, adenylate kinase release luminescence, 4 h; normalised: neutral wells 0, clomiphene wells 100 | 360,000 compounds, 0.2% hits;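 active = mean lysis activity across replicates of at least 80%, whatever share of replicates individually reach that level; inactive = mean lysis activity below 80%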
#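 Signal: Adenylate kinase release luminescence | Assay system: Log-phase Cryptococcus neoformans yeast cells | Input: Cells at 5 × 10^6 per mL | Buffer or medium: Fresh YPD growth medium | Compound: Single dose | Schedule: Static 4 h at 37 °C with compound, 1 h detection | Controls: Clomiphene | Read-out: Luminescence rise reflecting yeast cell lysis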
# miR122 inh: miR-122 Renilla sensor signal increase in Huh7, primary screen, miR-122 inhibitor project, cell-based, single point, plate reader | Huh7 miR-122 Renilla luciferase sensor, 48 h; neutral wells = 0, positive control = 100 | 340,000 compounds, 0.3% hits | AID 602342, 2012 | activation (reporter increase), % at 12.5 µM;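 active = mean replicate activation score at least 90 and every replicate individually at or above 90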;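 note: higher luciferase means less miR-122 activity so hits act as miR-122 inhibitors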
# F508del corr: F508del CFTR correction, initial screen, CFBE line, single point | 350,000 compounds, 0.36% hits | CFBE cells, YFP halide quenching; stimulated with forskolin plus potentiator P3; % fluorescence drop versus neutral controls | AID 720511, 2013 | activity (quench increase), % at 7.58 µM;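 active = mean added fluorescence quench of at least 8% versus neutral control, with both replicates also reaching 8%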;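 note: cells transiently co-express mutant CFTR-F508del with the halide-sensitive YFP; corrector assay measuring rescue of mutant channel to the surface after 24 h compound exposure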
# FN deposit inh: inhibitors of fibronectin matrix deposition, primary screen, AH1F cells, Alexa488-fibronectin fluorescence, plate reader; AH1F fibroblasts, overnight; inhibition, % at 12.6 µM; 350,000 compounds, 0.086% hits; AID 743247, 2014;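 active = mean inhibition across replicates of 30% or more, regardless of how many single replicates reach that level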;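 note: positive control wells lacked labelled fibronectin entirely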
#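 Material: AH1F fibroblast monolayer depositing Alexa488-labelled fibronectin into matrix / Amount: 10000 AH1F cells per well / Signal: fluorescence 485/525 nm / Medium: DMEM, 2% serum / Compound: single dose, pinned / Incubation: 1 h cell adhesion before compound, then overnight fibronectin incubation / Reagent: Alexa488-FN, 24 nM final / Read-out: inhibition of fibronectin deposition signal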
# PGC1a acetyl inh: inhibitors of PGC1a acetylation signal, primary screen, cell-based, U2OS, AlphaScreen, inhibitor mode; AID 651687, 2012; AlphaScreen anti-acetyl-lysine; with virally co-expressed GCN5 acetyltransferase; inhibition, % at 15.6 µM; 350,000 compounds, 0.17% hits;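 active = every replicate shows inhibition of at least 40%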;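 note: 0% = neutral control wells and 100% = positive control wells; some results beyond the cut were filed as inactive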
# PglD DTNB: C. jejuni PglD acetyltransferase inhibitors, primary screen, biochemical, DTNB colorimetric, single point. inhibition, % at 12.5 µM. purified PglD enzyme, DTNB colorimetric CoA detection. 360,000 compounds, 0.098% hits; in the data active = inhibition above about 16%, passing the limit was not always enough; note: strong numbers were not always called active
# Statin myotox sup: suppressors of statin myotoxicity in C2C12 myotubes, primary screen, cell-based, single point, plate reader; C2C12 myotubes + simvastatin, ATP luminescence, 48 h; scaled: DMSO 0, geranylgeraniol control 100; rescue of ATP level, % at 7.49 µM; 330,000 compounds, 0.78% hits; AID 602340, 2012;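 active = mean ATP rescue above about 67%, or every replicate alone reaching that limit, limit read from the data, passing the limit was not always enough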;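 note: myotubes were challenged with 10 µM simvastatin during compound exposure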
# INS-1E GSIS act: GLuc luminescence reporter in INS-1E cells, primary screen for activators of glucose-dependent secretion of insulin; INS-1E GLuc reporter insulin secretion, 2-3 h; 370,000 compounds, 0.61% hits; activation, % at 16.6 µM; AID 743287, 2014;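 active = lowest replicate activation of at least 40%, so every replicate reaches that level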;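 note: 0% = median of neutral control wells and 100% = median of IBMX positive control wells; some compounds called inactive have numbers as strong as hits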
# * = called active by the depositor; . = not tested or not shown; & = joins results of further samples; [ ] = remark or other dose.
SMILES,Cneo AK release,miR122 inh,F508del corr,FN deposit inh,PGC1a acetyl inh,PglD DTNB,Statin myotox sup,INS-1E GSIS act
COc1cccc(NC(=O)C[C@H]2CC[C@@H]3[C@H](COc4ccc(NC(=O)C5CC5)cc4C(=O)N3C)O2)c1,-2,-12[16.7 µM],-3.3,-7,-5,2,-10,-6
O=C(O)CNC(=S)N(Cc1ccccc1)Cc1cccs1,.,.,-0.1,12,-7,.,.,7
O=S(=O)(c1cccs1)N1CCCCN2[C@H](CO)[C@H](c3ccc(Br)cc3)[C@@H]2C1,0,-8[16.7 µM],-3.8,.,-1,6,60,-15
O=C(NCCO)C(=O)NCC1CCCN1S(=O)(=O)c1cccs1 (stereo unspecified),1,-1,0.7,0,-2,-2,5,10
O=C(C[C@H]1C=C[C@H](NS(=O)(=O)c2cccc(F)c2)[C@@H](CO)O1)NCc1ccc2c(c1)OCO2,-1,.,1.4,7,0,1,6,-2
Cc1cc(C)n2c(=O)[nH]nc2c1,1,-9,-1.8,.,0,2,9,20
O=c1c2ccccc2n2nnnc2n1-c1ccccc1,0,-4,.,.,3,-2,13,10
C[C@@H]1CN([C@H](C)CO)C(=O)Cc2cc(NC(=O)Nc3ccc4c(c3)OCO4)ccc2O[C@@H]1CN(C)C(=O)NC1CCCCC1,-7,2[16.7 µM],-2.1,.,3,-2,-6,0
O=C(NN=C1CCCCCC1)c1c[nH]c2ccccc12,-5,40,.,-5,.,-2,.,14
O=C(Nc1ccccc1)[C@H]1[C@H](CO)[C@H]2Cn3c(cccc3=O)[C@@H]1N2Cc1ccncc1,1,-9[16.7 µM],0.7,.,.,2,-12,5
Cc1nn(Cc2ccccc2)c(N)c1C#N,-1,-4,.,.,1,8,4,.
CO[C@@H]1CN(C)C(=O)c2cc(NC(=O)c3cnccn3)ccc2OC[C@H](C)N(C(C)=O)C[C@@H]1C,0,.,1.6,-4,3,-5,-2,-8
CCCNC(=O)N(C)C[C@@H]1Oc2cc(-c3cncnc3)ccc2S(=O)(=O)N([C@@H](C)CO)C[C@H]1C,50,31[16.7 µM],2.2,6,-6,1,3,12
CCCC(=O)Nc1ccc2c(c1)C(=O)N(C)[C@H]1CC[C@H](CC(=O)NCCN3CCCCC3)O[C@@H]1CO2,-3,-42[16.7 µM],-3.5,-32,7,-1,29,-3
N#CC1=C(O)CCCn2c1nc1ccccc1c2=O,-3,-3,.,5,-2,-3,-4,9

# A section taken from the entries so far, for reference:
SMILES,Cneo AK release,miR122 inh,F508del corr,FN deposit inh,PGC1a acetyl inh,PglD DTNB,Statin myotox sup,INS-1E GSIS act
O=S(=O)(c1cccs1)N1CCCCN2[C@H](CO)[C@H](c3ccc(Br)cc3)[C@@H]2C1,0,-8[16.7 µM],-3.8,.,-1,6,60,-15
O=C(NCCO)C(=O)NCC1CCCN1S(=O)(=O)c1cccs1 (stereo unspecified),1,-1,0.7,0,-2,-2,5,10

# The list continues:
SMILES,Cneo AK release,miR122 inh,F508del corr,FN deposit inh,PGC1a acetyl inh,PglD DTNB,Statin myotox sup,INS-1E GSIS act
CCCCCCn1c(N2CCC(C(N)=O)CC2)nc2c1c(=O)[nH]c(=O)n2C,1,-10,.,10,-3,5,-8,.
Cc1ccc(OCC2Cn3c(nc4c3c(=O)[nH]c(=O)n4C)O2)cc1C (stereo unspecified),2,0,-2.0,3,20,0,8,0
CCOC(=O)c1c(NC(=O)c2cccs2)sc(CC)c1-c1cccs1,3,-8,.,.,-9,-3,0,.
CCC(C)(C)NC(=O)C(OC(=O)c1cc2sccc2n1C)c1ccc(OC)cc1 (stereo unspecified),0,-6,.,.,.,0,-1,.
C[C@@H]1CN([C@@H](C)CO)C(=O)Cc2cc(NC(=O)Cc3cn(C)c4ccccc34)ccc2O[C@@H]1CN(C)Cc1ccc(Oc2ccccc2)cc1,1,-9[16.7 µM],0.1,.,-5,-1,18,-1
O=C(Nc1cccc(C(F)(F)F)c1)c1cccnn1,2,-1,2.3,-1,.,1,-3,-5
CCOC(=O)c1sc2cc([N+](=O)[O-])cc(SCC(C)C)c2c1N,2,-3,.,1,3,4,-2,-2
O=C(N=C1SCC(=O)N1c1ccccc1Cl)c1ccccc1,.,.,1.3,8,-4,.,.,-10
CC(C)(C)C1=Nn2c(nnc2-c2ccco2)SC1,-1,-5,.,-33,-9,13,-2,.
CC(=O)N(Cc1cccnc1)c1cccc(-c2nc3ccccc3s2)c1,1,0,4.3,4,2,5,-2,5
Cc1c(NC(=O)C2(c3ccccc3)CCOCC2)c(=O)n(-c2ccccc2)n1C,2,5,.,11,-9,-6,-3,.
COc1ccccc1NC(=O)N[C@H]1C=C[C@@H](CC(=O)N[C@@H](C)c2ccccc2)O[C@@H]1CO,1,.,-0.9,-16,0,-3,-9,3
C[C@H](CO)N1C[C@H](C)[C@@H](CN(C)S(=O)(=O)c2ccccc2F)Oc2cc(C#Cc3cccc(F)c3)ccc2S1(=O)=O,52,-2[16.7 µM],2.2,-4,-8,1,-18,12
CCCCNC(=S)NNC(=O)c1cccnc1,0,2,.,-7,14,-4,-4,23
C[C@@H]1CN([C@@H](C)CO)S(=O)(=O)c2ccc(C#CC(C)(C)O)cc2O[C@H]1CN(C)C(=O)C1CCCCC1,6&0,8,-1.8&-2.1,9,1&22,0&-1,-8&-22,-23&2
CCCCSC(=O)Nc1ccccc1,-1,-2,.,1,-6,-4,18,.
CN1C(=O)CC2(CC(=O)N(Cc3ccccc3)C2)C1=O (stereo unspecified),-1,-1,.,.,26,-2,-8,.
C[C@H](CO)N1C[C@H](C)[C@H](CN(C)C(=O)c2ccccc2)Oc2cc(C#CC3(O)CCCC3)ccc2S1(=O)=O,-4,-5[16.7 µM],-3.6,-14,-3,-4,1,-4
O=C(CN1CCN(C(=O)C2CCN(C(=O)/C=C/c3ccccc3)CC2)CC1)Nc1ccc(F)cc1,-1,-8,2.2,-8,-7,-3,0,-4
CCCCNC(=O)C(NC(=O)c1cccnc1)C(=O)c1ccccc1 (stereo unspecified),-12,0,2.0,-2,2,-6,12,16
CC(C)[C@H](NC(=O)OCc1ccccc1)C(=O)OCc1ccccc1,-2,.,-1.0,1,.,1,0,-6
CO[C@@H]1CN(C)C(=O)c2cc(NS(=O)(=O)c3ccccc3)ccc2OC[C@H](C)N(C)C[C@@H]1C,-3,1[16.7 µM],.,7,.,10,-10,1
CCCC(=O)Nc1ccc(NC(=O)CCc2ccccc2)cn1,2,-9,.,3,1,-3,-15,.
COc1cccc(-c2cnc(C(O)c3ccc(Cl)c(F)c3)[nH]2)c1 (stereo unspecified),-1,35,-2.0,1,.,2,11,.
CC(C)(C)C(=O)[C@@H]1[C@@H]2C(=O)N(c3ccc4c(c3)OCCO4)C(=O)[C@@H]2C2c3ccccc3C=CN21 (stereo partly specified),-5,-4,.,.,0,14,-3,.
Cc1cc(NS(=O)(=O)c2ccc(NC(=O)CCCOc3ccccc3)cc2)no1,-1,1,.,-1,-52,-3,-1,.
Cn1c(=O)c2cc(NC(=O)CCc3ccccc3)ccc2n1-c1ccccc1F,-1,19,1.5,11,0,-1,-15,.
CC(=O)Nc1cccc(Oc2nc(NCCN(C)C)nc3ccsc23)c1,-1,.,-2.2,-3,.,2,.,.
CN(C(=O)c1cccc(NC(=O)Cc2cccc(NC(=O)C3CCCN(C(=O)C4CCC4)C3)c2)c1)C1CCC1 (stereo unspecified),3,-6,2.0,10,-9,4,-16,-7
O=C(CC1CC1)N1CC[C@H]2[C@H](CO)Nc3ccc(-c4ccccc4)cc3[C@H]21,31,1[16.7 µM],2.0,9,11,4,17,24
O=C(NC1CCCCC1)C(c1ccco1)N(Cc1cccnc1)C(=O)C1COc2ccccc2O1 (stereo unspecified),0,0,.,-2,-11,3,-7,.
CC(=O)N1CC[C@@H]2[C@H]1c1cc(-c3ccc(C#N)cc3)ccc1N(C)[C@H]2CO,0,0[16.7 µM],1.3,12,4,4,-16,15
CCCNC(=O)N1[C@@H](CO)[C@@H](c2ccc(C3=CCCC3)cc2)[C@@H]1CNC(C)=O,1,7[16.7 µM],0.1,-4,-9,-1,-4,0
O=C(NCc1ccco1)c1cnn2c1NC(c1ccccc1)CC2C(F)(F)F (stereo unspecified),-1,-2,.,.,11,3,11,.
C[C@@H]1CCCCO[C@@H](CN(C)S(=O)(=O)c2ccc(Cl)cc2)[C@H](C)CN([C@H](C)CO)C(=O)c2cc(NC(=O)Nc3ccccc3)ccc2O1,-1,6[16.7 µM],1.4,.,-10,-8,.,2
C=CCn1c(O)c(N=NC(=O)C(O)c2ccccc2)c2ccccc21 (stereo unspecified),1,10,2.1,5,-1,5,.,28
C[C@H]1CN([C@@H](C)CO)C(=O)c2c(c3ccccc3n2C)-c2ccccc2CO[C@H]1CN(C)S(=O)(=O)c1ccc([N+](=O)[O-])cc1,.,.,-3.3,-20,-3,.,.,9
CC12CCC(C/C1=N/O)C2(C)C (stereo unspecified),-1,-2,-3.3,.,4,-2,5,.
COc1ccc(-c2cc(C(=O)Nc3c(C)n(C)n(-c4ccccc4)c3=O)no2)cc1,.,13,-0.6,-3,-3,.,17,-18
CCOC(=O)C1=C(COc2ccccc2)NC(=O)NC1c1ccc(Br)cc1 (stereo unspecified),-1,5,0.6,-7,.,-1,0,14
CCCn1c(=O)c(C(=O)NCc2ccc(OC)c(OC)c2)c(O)c2ccccc21,-7,-5,.,.,5,2,2,.
CCCc1cnc(Nc2nc(C(N)Cc3ccc(OC)cc3)cs2)nc1 (stereo unspecified),-9,-3,1.4,-2,-6,-3,-10,.
Cc1nn(C)cc1NC(=O)C[C@H]1CC[C@@H]2[C@@H](COc3ccc(NC(=O)C(C)C)cc3C(=O)N2C)O1,2,-4[16.7 µM],2.3,2,-4,3,-18,4
N#C[C@H]1[C@H](c2ccc(C#Cc3cccc(F)c3)cc2)[C@@H](CO)N1C(=O)C1CCC1,0,.,1.0,4,-20,-1,30,7
COC(=O)c1c(NC(=O)CN2C(=O)NC(CCc3ccccc3)C2=O)sc2c1CCCCC2 (stereo unspecified),1,2,.,4,-4,3,-5,-39
Nc1cc(C(=O)OCC(=O)N2CCOCC2)ccc1Cl,0,0,-0.1,4,.,-5,-5,3
CS(=O)(=O)N(CC(=O)Nc1ccccc1Cl)c1ccc(Cl)cc1,.,.,-1.9,2,-7,.,.,-21
COC(=O)c1ccsc1NC(=O)c1ccc(Cl)s1,-1,10,1.8,2,5,-4,2,9
CC(C)C[C@H]1C(=O)N2CCC[C@H]2[C@]2(O)O[C@](NC(=O)[C@@H]3C=C4c5cccc6[nH]c(Br)c(c56)CC4N(C)C3)(C(C)C)C(=O)N12 (stereo partly specified),2,-33,2.2,-13,36,2,14,-19

# Full records, quoted from the list. Screens in order: Cneo AK release	miR122 inh	F508del corr	FN deposit inh	PGC1a acetyl inh	PglD DTNB	Statin myotox sup	INS-1E GSIS act
# Results for O=C(CC1CC1)N1CC[C@H]2[C@H](CO)Nc3ccc(-c4ccccc4)cc3[C@H]21 = 31	1[16.7 µM]	2.0	9	11	4	17	24
# Results for O=C(NCc1ccco1)c1cnn2c1NC(c1ccccc1)CC2C(F)(F)F (stereo unspecified) = -1	-2	.	.	11	3	11	.

# Assay outcomes deposited in PubChem by Broad Institute.
